# Screens as filed in PubChem BioAssay.
# KLF5 inh: KLF5 expression inhibitors, primary screen, DLD-1 cells, luminescence. DLD-1 KLF5 promoter-luciferase reporter. inhibition, % at 5 µM. 290,000 tested, 0.23% active;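 active = inhibition above a per-plate limit of that plate's mean compound inhibition plus 3 SD, cut at about 60% in these data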;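 also: 0% = DMSO wells and 100% = LY294002 at 200 µM; higher means less KLF5 promoter-driven luciferase light; inactives centre near -14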
# TRPC6 act: mouse TRPC6 channel activators, primary screen, cell-based, HEK293, membrane potential dye; B-score at 10 µM; HEK293-TRPC6 membrane potential dye fluorescence; hits give high values; 310,000 tested, 0.13% active; Short transient receptor potential channel 6 (Mus musculus), Q61143;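 active = B-score of the integrated fluorescence ratio above library mean plus 3 SD, and starting fluorescence ratio within library mean plus 5 SD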;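 also: higher score means more depolarization so channel activation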
# aSyn 5UTR inh: MLPCN primary screen, SNCA 5' untranslated region; alpha-synuclein 5'UTR reporter, inhibitor activity; 300,000 tested, 0.82% active; inhibition, % (tested at 7.5 µM); in the data active = inhibition above about 60%;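 also: H4 neuroglioblastoma cells stably carrying SNCA 5'UTR luciferase fusion; 0% = DMSO wells and 100% = positive control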
# HIF activator: HIF pathway transcriptional activators, primary screen, cell-based, U2OS HRE-luciferase, luminescence | activation, % at 7.5 µM (by protocol) | 300,000 tested, 0.32% active | U2OS HRE-luciferase reporter; normalized: DMSO 0%, desferrioxamine 100%;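 active = mean activation of at least 10% of the iron chelator positive control signal, with at least half of replicates also reaching 10%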
# TRPC4 act: activators of mouse TRPC4 channel, primary screen, Fluo4 calcium, HEK293 TRPC4beta/mu-opioid cells; B-score at 10 µM; 310,000 tested, 0.49% active; Short transient receptor potential channel 4 (Mus musculus), Q9QUQ5; Fluo4 calcium fluorescence; hits give high values;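 active = B-score above 5 SD of library B-scores, and initial fluorescence ratio not above library mean plus 5 SD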;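 also: positive B-score marks a calcium rise read as TRPC4 activation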
# Target sequence (Q9QUQ5 whole entry, looked up): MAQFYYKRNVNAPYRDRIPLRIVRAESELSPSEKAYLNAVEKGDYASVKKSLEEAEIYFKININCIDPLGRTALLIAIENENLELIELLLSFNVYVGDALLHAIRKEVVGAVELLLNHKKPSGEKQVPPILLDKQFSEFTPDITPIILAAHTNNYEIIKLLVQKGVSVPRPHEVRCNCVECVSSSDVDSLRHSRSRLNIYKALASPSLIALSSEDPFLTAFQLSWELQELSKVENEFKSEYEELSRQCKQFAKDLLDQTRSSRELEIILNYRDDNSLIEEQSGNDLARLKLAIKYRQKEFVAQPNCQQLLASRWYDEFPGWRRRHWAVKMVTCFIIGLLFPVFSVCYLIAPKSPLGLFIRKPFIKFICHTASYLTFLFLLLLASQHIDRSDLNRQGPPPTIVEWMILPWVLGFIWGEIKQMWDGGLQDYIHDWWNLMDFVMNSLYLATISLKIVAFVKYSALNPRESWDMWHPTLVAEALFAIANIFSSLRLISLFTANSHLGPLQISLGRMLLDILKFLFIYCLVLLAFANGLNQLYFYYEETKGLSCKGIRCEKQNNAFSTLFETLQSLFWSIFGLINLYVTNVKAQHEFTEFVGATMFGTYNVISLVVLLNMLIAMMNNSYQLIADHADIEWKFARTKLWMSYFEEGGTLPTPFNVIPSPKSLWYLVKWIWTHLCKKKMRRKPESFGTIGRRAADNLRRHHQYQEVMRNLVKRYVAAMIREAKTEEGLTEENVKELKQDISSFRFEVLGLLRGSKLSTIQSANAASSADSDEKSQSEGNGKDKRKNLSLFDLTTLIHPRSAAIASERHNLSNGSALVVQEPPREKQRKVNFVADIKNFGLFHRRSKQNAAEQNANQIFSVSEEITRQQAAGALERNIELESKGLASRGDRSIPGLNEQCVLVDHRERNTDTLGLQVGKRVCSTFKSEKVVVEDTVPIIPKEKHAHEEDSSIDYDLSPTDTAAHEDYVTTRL
#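 Technique: kinetic Fluo4 calcium fluorescence; Test system: TRPC4beta and mu-opioid receptor HEK293 stable cells; Measure: B-scored integrated calcium fluorescence ratio; Benchmarks: low control buffer alone, high control maximal DAMGO; Schedule: 45 min room-temperature Fluo4 loading, 110 s read.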
# TRPC4 inh: inhibitors of mouse TRPC4 channel, primary screen, Fluo4 calcium, HEK293 TRPC4beta/mu-opioid cells; Short transient receptor potential channel 4 (Mus musculus), Q9QUQ5; DAMGO-evoked Fluo4 calcium flux; hits give low values; B-score at 10 µM; 300,000 tested, 0.39% active;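 active = B-score over 3 SD under the library average, no early fluorescence shift, positive overall ratio signal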
#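 Signal: kinetic Fluo4 fluorescence imaging of calcium influx. Material: stable TRPC4beta/mu-opioid receptor HEK293 cells. Probe or stimulus: DAMGO in two steps, submaximal then maximal.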
# TRPC6 inh: mouse TRPC6 channel inhibitors, primary screen, cell-based, HEK293, membrane potential dye; ACh-evoked depolarization; hits give low values; B-score at 10 µM; 310,000 tested, 1.1% active;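 active = B-score under library mean minus 3 SD, initial fluorescence not abnormally high, positive integrated signal ratio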;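 also: B-score derived from integrated fluorescence ratio over the kinetic read; more negative B-score means stronger inhibition of depolarization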
# MrgX1 antag: antagonists of human MrgX1 receptor, primary screen, HEK293 cells, Fluo-4 calcium flux; Mas-related G-protein coupled receptor member X1 (Homo sapiens), Q96LB2; B-score at 10 µM; BAM8-22 antagonism; hits give low values; 310,000 tested, 1.3% active;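 active = calcium-response B-score plate-corrected more than 3 library SD below zero, starting fluorescence within 5 deviations, no agonist response on first addition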;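 also: peak minus trough fluorescence over baseline after final BAM8-22 challenge near maximal dose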
# TRPC4 potent: positive allosteric modulators of TRPC4, primary screen, cell-based, mouse TRPC4beta, HEK293 mu-opioid, Fluo-4 calcium | AID 2227, 2009 | 310,000 tested, 0.42% active | B-score at 10 µM | Short transient receptor potential channel 4 (Mus musculus), Q9QUQ5 | DAMGO EC20, Fluo-4 Ca2+ flux; hits give high values;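 active = B-score of calcium response area above 5 SD of library B-scores, with initial fluorescence ratio within 5 SD of library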;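 also: B-score of integrated fluorescence ratio over time as area under calcium response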
# SKKanGAS inh: S. pyogenes SKKanGAS growth inhibitors in kanamycin, primary screen, streptokinase expression inhibitor project, SKKanGAS strain, BacTiter-Glo luminescence. 6 h. inhibition, % at 7.5 µM. 300,000 tested, 1.3% active. AID 1662, 2009;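 active = mean replicate score, as percent of positive control median, at least 50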;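 also: strain carries kanamycin resistance gene driven by streptokinase promoter and grows in 40 µg/ml kanamycin; loss of luminescence reflects streptokinase promoter inhibition or plain growth inhibition; 0% = median of DMSO wells and 100% = positive control at its reference dose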
# IEC-6 tox: cytotoxicity in IEC-6 intestinal epithelial cells, primary screen, cytotoxicity control for KLF5 inhibitor project, cell-based, luminescence. 290,000 tested, 0.78% active. AID 1825, 2009. inhibition, % at 5 µM. IEC-6 cytotoxicity, luminescence viability; in the data active = inhibition above about 22%;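 also: 0% = plate median of test compound wells and 100% = cytotoxic reference compound wells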
# * marks the source's active call; other numbers are inactive results; i = inactive; nt = not tested or not shown. Not all compounds are listed; the hit share may differ from the screen's.
# Under each structure: KLF5 inh	TRPC6 act	aSyn 5UTR inh	HIF activator	TRPC4 act	TRPC4 inh	TRPC6 inh	MrgX1 antag	TRPC4 potent	SKKanGAS inh	IEC-6 tox
> CC(N=Cc1c(O)n(C2CC2)c(=S)[nH]c1=O)c1ccccc1 (stereo unspecified)
  -38	i	-23	0.0	i	i	i	i	i	3	-12
> CCC1=C(C)C(N2CCOCC2)=NP(N2CCOCC2)(N2CCOCC2)=N1
  -22	i	-3	0.1	i	i	i	i	i	2	0
> O=C(CCCC1=NS(=O)(=O)c2ccccc2N1)N1CCC2(CC1)OCCO2
  -12	i	-11	0.6	i	i	i	i	i	-3	1
> CCCC(=O)c1ccc(CP(=O)(OCC)OCC)o1
  6	i	-7	-0.1	i	i	i	i	i	-3	1
> Nc1c2c(nc3sc4c(c13)CCCC4)CCCCC2
  -169	i	-170	2.4	i	i	i	i	i	0	3
> O=c1c2ccccc2nc(-c2cccs2)n1-c1cnccn1
  -7	i	-2	-0.7	i	i	i	i	i	-4	0
> COc1ccc(-n2c(/C=C/c3ccc(O)c(O)c3)nc3ccccc3c2=O)cc1
  -9	i	-42	-0.8	i	i	i	i	i	16	-4
> CCOC(=O)C(O)(c1ccc(N(CC)S(=O)(=O)c2ccccc2)cc1)C(F)(F)F (stereo unspecified)
  -23	i	-5	0.2	i	i	i	i	i	-6	4
> CN1C(=O)N(C)C(=O)C2(Cc3cc([N+](=O)[O-])ccc3N(C)C2)C1=O
  -12	i	33	-0.1	i	i	i	i	i	-1	2
> COCCCNC(=O)c1c(NC(=O)c2ccccc2Cl)n(Cc2ccccc2)c2nc3ccccc3nc12
  -4	i	31	0.4	i	i	i	i	i	32	3
> Cc1cc(C=C2C(=O)NC(=S)NC2=O)c(C)n1C1CCCC1
  -1	i	-34	-0.1	i	i	i	i	i	-9	-3
> C=CC[N+]1(C)C2CCC1CC(O)C2 (stereo unspecified)
  -18	i	12	-2.2	i	i	i	i	i	-1	-3
> O=c1[nH]c(=O)n(-c2cccc(Cl)c2)c(O)c1C=NCCCN1CCOCC1
  -6	i	-5	-0.2	i	i	i	i	i	-3	-2
> COc1ccc(-c2nc3ccccc3n2OC(=O)N(C)C)cc1
  -38	i	6	-0.8	i	i	i	i	i	-1	-6
> c1ccc(C2NCCc3[nH]cnc32)cc1 (stereo unspecified)
  -28	i	1	-0.9	i	i	i	i	i	-1	0
> COc1ccc(C(=O)C2CCCN(C3CSCCSC3)C2)c(C)c1 (stereo unspecified)
  -13	i	-15	-0.6	59*	i	i	i	i	8	3
> O=C(O)CCn1cc(C=C2C(=O)NC(=S)NC2=O)c(-c2cccc(Br)c2)n1
  -9	i	13	-0.4	i	i	i	i	i	17	-1
> CCCCn1c(O)c(C(CC)=Nc2cccc(C(=O)O)c2)c(=O)[nH]c1=O
  -9	i	-19	0.1	i	i	i	i	i	-4	-3
> CCn1c(P(C)(=O)O)nc2cc(NC(=O)c3ccccc3F)ccc21
  3	i	28	-0.4	i	i	i	i	i	4	-4
> O=C1NC(=O)N(Cc2ccccc2)C(=O)/C1=C/C=C/c1ccco1
  -1	i	-296	-0.2	i	i	i	i	i	nt	-2
> COC(=O)c1c(C)n(Cc2ccccc2)c2ccc(O)cc12
  -13	i	35	-0.3	i	i	i	i	i	9	12
> COc1ccc(CC(=O)N(C)C2CCCN(Cc3ccccc3F)C2)cc1OC (stereo unspecified)
  -4	i	6	2.1	i	i	i	i	i	-1	-1
> COC(=O)C1=C(c2cc3ccccc3o2)C[C@@H]2CC[C@H]1N2C(=O)NC(C)C
  nt	i	15	-0.2	i	i	i	i	i	-5	nt
> COc1ccc(CCn2c(O)c(/C=N/N3CCCCC3)c(=O)[nH]c2=O)cc1OC
  -5	i	6	0.9	i	i	i	i	i	4	-2
> COc1cc(CN2CCNCC2)cc(OC)c1OC
  -7	i	13	2.2	i	i	i	i	i	-8	12
> Cc1ccc(-n2c(O)c(/C=N/N3CCOCC3)c(=O)[nH]c2=S)cc1
  -54	i	-8	0.1	i	i	i	i	i	4	0
> O=[N+]([O-])c1ccc(N2CCNCC2)cc1N1CCCCC1
  -21	i	9	-0.7	i	i	i	i	i	0	6
> COP(=S)(OC)c1c(C)nn(CCC#N)c1NC(=O)c1ccc(Cl)cc1
  3	i	3	-0.3	i	i	i	i	i	3	-5
> CC1CCN(C(=O)CCl)CC1
  -14	i	-25	0.2	i	i	i	i	i	-8	-5
> Cc1nc2c(c(C)nn2-c2ccccc2)c(C)c1CCC(=O)N1CCC2(CC1)OCCO2
  -18	i	18	-0.2	i	i	i	i	i	0	2
> CC(CN1CCOCC1)OC(=O)Cc1ccccc1 (stereo unspecified)
  22	i	1	-0.3	i	i	i	i	i	0	5
> CCOC(=O)C1=C(N)OC2=C(C(=O)CC(C)(C)C2)C12C(=O)Nc1ccccc12 (stereo unspecified)
  -5	i	-20	-0.3	i	i	i	i	i	1	-2
> CN(C)C(=O)Oc1cc(=O)n2c3c(cccc13)CCC2
  -3	i	-4	nt	i	i	i	i	i	-4	-2
> CC1CN(c2ccc([N+](=O)[O-])c3cccnc23)CC(C)N1 (stereo unspecified)
  -22	i	7	-0.2	104*	i	-10*	i	i	-2	1
> CC1CC(C)CN(CC(=O)c2ccc(OC(F)F)cc2)C1 (stereo unspecified)
  -31	i	6	0.1	52*	i	i	i	i	-1	-6
> CC(C(=O)c1cn(C)c2ccccc12)c1ccccc1 (stereo unspecified)
  -35	i	-5	-0.3	i	i	i	i	i	0	6
> O=S(=O)(c1ccc(O)cc1)c1ccc(O)cc1
  -21	i	6	0.2	i	i	i	i	i	0	5
> COc1cccc(C(=O)C2CCCN(Cc3cccc4c3OCO4)C2)c1 (stereo unspecified)
  -33	i	25	-0.2	i	i	i	i	i	5	-3
> O=C1C2CCN(CC2)C1Cc1ccc(OCc2ccccc2)cc1 (stereo unspecified)
  -6	i	10	0.9	i	i	i	i	i	-1	-1
> N[C@@H](Cc1c[nH]c2ccccc12)c1nnc(SCc2ccccc2F)o1
  2	i	-2	1.5	i	i	i	i	i	-7	10

# Overlap with the part before: 3 compounds, followed by the next part.
# Under each structure: KLF5 inh	TRPC6 act	aSyn 5UTR inh	HIF activator	TRPC4 act	TRPC4 inh	TRPC6 inh	MrgX1 antag	TRPC4 potent	SKKanGAS inh	IEC-6 tox
> COc1cccc(C(=O)C2CCCN(Cc3cccc4c3OCO4)C2)c1 (stereo unspecified)
  -33	i	25	-0.2	i	i	i	i	i	5	-3
> O=C1C2CCN(CC2)C1Cc1ccc(OCc2ccccc2)cc1 (stereo unspecified)
  -6	i	10	0.9	i	i	i	i	i	-1	-1
> N[C@@H](Cc1c[nH]c2ccccc12)c1nnc(SCc2ccccc2F)o1
  2	i	-2	1.5	i	i	i	i	i	-7	10
> Cc1ccc(-n2nc(C)cc2NC(=O)COc2cc(C)cc3oc(=O)c4c(c23)CCC4)cc1
  -25	i	-14	1.0	i	i	i	i	i	2	-1
> O=C(C1CCN(c2nc3ccc(Br)cc3s2)CC1)N1CCC2(CC1)OCCO2
  -67	i	-80	3.1	i	i	i	i	i	-13	0
> CCC1=CCN(CCc2c(C)[nH]c3ccccc23)CC1
  nt	i	-9	-0.1	i	i	i	i	i	-3	nt
> COc1ccc(C2C(C(=O)N3CCC4(CC3)OCCO4)c3cc(OC)c(OC)cc3C(=O)N2C)cc1 (stereo unspecified)
  8	i	9	0.1	i	i	i	i	i	1	-4
> COC(=O)C1C2c3ccccc3C(c3ccccc32)C1C(=O)OC (stereo unspecified)
  -26	i	12	-0.2	i	i	i	i	i	1	3
> COc1ccc(C(=O)C2CCCN(Cc3ccsc3)C2)cc1OC (stereo unspecified)
  -29	i	4	0.0	i	i	i	i	i	-3	2
> OCCN(CC#CC(O)(c1ccccc1)C1CCCC1)CCO (stereo unspecified)
  9	i	3	0.5	i	i	i	i	i	3	0
> COC(=O)C1=CO[C@@H](C)[C@H]2CN3CC[C@]4(C(=O)Nc5ccccc54)[C@@H]3C[C@H]12
  nt	i	0	0.0	i	i	i	i	i	4	nt
> CCOc1cc2c(cc1OCC)-n1cccc1C(c1cccc(F)c1F)NC2 (stereo unspecified)
  -2	i	25	-1.7	i	i	i	i	i	7	0
> CCNc1nc2[nH]c(=O)c3c(c2s1)OC(N)=C(C#N)C3c1cccs1 (stereo unspecified)
  -23	i	-10	0.4	i	i	i	i	i	-15	1
> CCC(C)C12CN3CCN(CC(C)(C3)C1O)C2 (stereo unspecified)
  -29	i	5	-0.3	i	i	i	i	i	-3	0
> O=C1NC(=O)N(CC2CCCO2)C(=O)/C1=C/c1cccs1 (stereo unspecified)
  -88	i	-16	-0.1	i	i	i	i	i	-4	0
> C=CCn1c(O)c(C(CC)=NC(C)c2ccccc2)c(=O)[nH]c1=O (stereo unspecified)
  -26	i	20	-0.3	i	i	i	i	i	-5	7
> COC(=O)C1C2c3ccccc3OC1(C)N=c1s/c(=C/c3cnn(C)c3)c(=O)n12 (stereo unspecified)
  -6	i	12	-0.2	i	i	i	i	i	2	-6
> CCCCn1c(O)c(C(CC)=NCCCN(C)C)c(=O)[nH]c1=O
  -34	i	-4	0.0	i	i	i	i	i	-3	-1

# Taken from above.
# COC(=O)C1=CO[C@@H](C)[C@H]2CN3CC[C@]4(C(=O)Nc5ccccc54)[C@@H]3C[C@H]12 @ SKKanGAS inh = 4
# Cc1ccc(-n2nc(C)cc2NC(=O)COc2cc(C)cc3oc(=O)c4c(c23)CCC4)cc1 @ aSyn 5UTR inh = -14
# C=CCn1c(O)c(C(CC)=NC(C)c2ccccc2)c(=O)[nH]c1=O (stereo unspecified) @ KLF5 inh = -26
# CCC1=CCN(CCc2c(C)[nH]c3ccccc23)CC1 @ HIF activator = -0.1
# COC(=O)C1C2c3ccccc3OC1(C)N=c1s/c(=C/c3cnn(C)c3)c(=O)n12 (stereo unspecified) @ SKKanGAS inh = 2
# CCNc1nc2[nH]c(=O)c3c(c2s1)OC(N)=C(C#N)C3c1cccs1 (stereo unspecified) @ HIF activator = 0.4
